Bioassay records: PubChem, Sanford-Burnham Center for Chemical Genomics
TAG inh: inhibitors of triacylglycerol accumulation, primary screen, cell-based, uHTS, fluorescence, H9c2 | AID 651582, 2012 | H9c2 cells, Nile Red lipid (TAG) fluorescence; cells loaded with 200 µM oleic acid | 230,000 tested, 0.66% active | inhibition, % at 12.5 µM;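 active means pattern-corrected inhibition of lipid staining of at least 50% with the nuclear-stain viability signal not falling by more than 50%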;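 further: 0% = DMSO wells and 100% = triacsin C control wells; some results filed as inactive read as strong as hits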
TAG inh DAPI viability: also measured in TAG inh; calls as there; DAPI nuclei signal change (viability), lower = more cytotoxic, %;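 whole-well DAPI fluorescence read on a plate reader as a viability signal; minus 50 percent equals half of cells still viable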
* = called active by the depositor; i = inactive. Only part of the results is shown, so the mix of outcomes need not match the whole.

SMILES	TAG inh	TAG inh DAPI viability
Oc1cc(Nc2ccncc2)cc2cccnc12	2	-2
CC1(C)NC(=O)N(CC(O)CN2CCCC2)C1=O (configuration not stated)	10	6
Cc1ccccc1S(=O)(=O)NC(=O)C1(C)CCN1C(=O)CC1CCCCC1 (configuration not stated)	7	-11
COc1ccc(NC2CS(=O)(=O)CC2NCc2ccccc2)cc1 (configuration not stated)	-17	-6
O=C(CN1C(=O)CCOc2ccccc21)Nc1ccc(Cl)c(S(=O)(=O)N2CCOCC2)c1	-2	-4
CC(=O)Nc1cc(C)c2nc(NC(C)=O)sc2c1	16	-4
COc1ccc(-n2c3c(cc(C#N)c2=O)C(=O)CCC3)cc1	14	-16
CCNc1nc(NCC)nc(N/N=C/c2ccc(O)c(OC)c2)n1	1	7
CCCCn1c(N)c(N(C)C(=O)c2ccc(OCC3CCCO3)cc2)c(=O)[nH]c1=O (configuration not stated)	8	-7
Cc1cc(NC(=S)N(Cc2cccc(Br)c2)CC2CCC(C(=O)O)CC2)ccc1Cl (configuration not stated)	3	-18
O=C1c2ccccc2N2C(=O)c3ccccc3C2N1O (configuration not stated)	-8	6
Cc1ccc(C(=O)N2CCN(C(=O)CN3CCOCC3)C2)cc1	0	-1
COc1ccc(/C=C/C=C2\NC(=S)NC2=O)cc1	-14	15
CN(C)CCNCCCNc1c2ccccc2nc2cccc([N+](=O)[O-])c12	3	1
Cc1c(Cl)ccc2c1NC(=O)[C@]21N[C@@H](CCC(N)=O)[C@H]2C(=O)N(c3ccc(F)cc3)C(=O)[C@H]21	-3	-16
CCOC(=O)/C(C#N)=C\c1cn(C)c2ccccc12	3	-2
COC(=O)C1=C(C)N(CCCC(=O)O)C(=O)NC1c1ccc(Br)cc1 (configuration not stated)	-12	8
Cc1cccc(CC2SC(N)=NC2=O)c1 (configuration not stated)	4	-6
COc1ccc([C@H]2CC(=O)C=C(c3ccc(C)cc3)C2)cc1OC	-33	3
CCCOc1ccccc1Cn1c(=O)oc2ccccc21	0	3
N#CC1=C2SCC(O)(c3ccccc3)N2C(=O)CC1c1ccccc1F (configuration not stated)	-2	2
Cc1ccc(F)cc1S(=O)(=O)Nc1cccc(C(=O)N2CCCC(C(N)=O)C2)c1 (configuration not stated)	-5	-4
CCCN(CCC)c1cc(Cl)nc(N)n1	4	-4
Cc1ccc2c(c1)[C@H]1[C@H](CO2)[C@H](c2ccccc2)[C@]2(C)C(=O)N(C)CC(=O)N12	-7	1

The closing 5 records of the part before are carried over, then new ones follow.
SMILES	TAG inh	TAG inh DAPI viability
CCCOc1ccccc1Cn1c(=O)oc2ccccc21	0	3
N#CC1=C2SCC(O)(c3ccccc3)N2C(=O)CC1c1ccccc1F (configuration not stated)	-2	2
Cc1ccc(F)cc1S(=O)(=O)Nc1cccc(C(=O)N2CCCC(C(N)=O)C2)c1 (configuration not stated)	-5	-4
CCCN(CCC)c1cc(Cl)nc(N)n1	4	-4
Cc1ccc2c(c1)[C@H]1[C@H](CO2)[C@H](c2ccccc2)[C@]2(C)C(=O)N(C)CC(=O)N12	-7	1
COc1ccc(-c2c(C#Cc3ccsc3)c3cc(-c4ccc5cc[nH]c5c4)ccc3n2C)cc1	21	89
CCOc1ccc2nc(SCC(=O)NC(=O)C(C)C)sc2c1	2	-2
COc1ccc(S(=O)(=O)Nc2nnc(CC(C)(C)C)s2)cc1	4	-1
CN1C=CC=C/C1=C1/N=C(c2ccccc2)OC1=O	1	-11
Cc1cc(NS(=O)(=O)c2ccccc2)cc(Cl)c1O	13	-18
Cc1ccc(C)c(NC(=O)Cn2nc(-c3ccccc3)nc2-c2ccccc2)c1	2	24
Cc1cccc(C(=O)NNS(=O)(=O)c2ccccc2)c1O	-3	5
O=C(O)/C=C/c1cnc2ccccc2c1	-4	-11
CCc1nnc(NC(=O)COc2ccc([N+](=O)[O-])cc2)s1	1	-5
NN=C(c1cccc([N+](=O)[O-])c1)c1cccc([N+](=O)[O-])c1	-11	7
O=C(Cn1cnc2c(OCc3ccccc3)ncnc21)NCCCc1ccccc1	5	-11
Cc1ccc(-c2csc3nc(-c4ccncc4)[nH]c(=O)c23)cc1	-24	5

The final 3 records of the section above come first, to join the parts:
SMILES	TAG inh	TAG inh DAPI viability
NN=C(c1cccc([N+](=O)[O-])c1)c1cccc([N+](=O)[O-])c1	-11	7
O=C(Cn1cnc2c(OCc3ccccc3)ncnc21)NCCCc1ccccc1	5	-11
Cc1ccc(-c2csc3nc(-c4ccncc4)[nH]c(=O)c23)cc1	-24	5
CCC(=O)c1ccc2c(c1)OCCO2	1	-5
CCN(c1ccccc1)S(=O)(=O)c1ccc(C(=O)Nc2c(C)n(C)n(-c3ccccc3)c2=O)cc1	3	-2
COc1cc(OC)cc(C(=O)NC(=S)N2CCN(c3ccc(C(F)(F)F)cc3[N+](=O)[O-])CC2)c1	4	2
Cc1ccc(S(=O)(=O)N2CCC(C)CC2)cc1[N+](=O)[O-]	-2	-3
Cc1ncc(CO)c(CO)c1O	-9	-7
CC(C)[C@H](NC(=O)OC(C)(C)C)c1nnc(SCC(=O)Nc2ccc(Br)cc2)o1	3	0
Cc1cc(Cl)c(S(=O)(=O)N2CCN(c3ccc(F)cc3)CC2)cc1OCC(N)=O	-39	-4
CCC1=Nc2cc(C(=O)NCc3cccnc3)ccc2Sc2ccc(C)cc21	18	-10
COc1ccc(C)cc1NC(=O)CN1CCN(C/C=C/c2ccccc2)CC1	10	4
CC(=O)c1sc(NC(=O)c2ccco2)nc1-c1ccccc1	-7	5
C#CCOCCOCCOCCNc1nc(N2CCN(C(=O)C([C@@H](C)CC)n3cc(C(N)Cc4ccc(O)cc4)nn3)CC2)nc(N2CCN(C(=O)[C@H](CCC(=O)O)n3cc(C(N)CO)nn3)CC2)n1 (some centres not stated)	-10	4
O=c1oc(CCCO)cc2ccc(C#Cc3ccsc3)cc12	1	12
Cc1nc(N2CCN(Cc3ccc4c(c3)OCO4)CC2)c2cc(-c3ccccc3)sc2n1	-10	77
C[C@H](CO)N1C[C@H](C)[C@@H](CN(C)C(=O)Nc2ccc3c(c2)OCO3)Oc2ccc(NC(=O)Nc3ccc4c(c3)OCO4)cc2C1=O	-4	12
Cc1nn(CCCC(=O)Nc2cnn(Cc3ccc(F)cc3)c2)c(C)c1[N+](=O)[O-]	4	-7
CCC(OC(=O)c1cccs1)C(=O)NCc1ccc2c(c1)OCO2 (configuration not stated)	-12	17
O=C(CS(=O)(=O)c1ccc(Cl)cc1)Nc1nccs1	15	-4
CCOC(=O)C1CN(S(=O)(=O)c2cccc(C(F)(F)F)c2)c2cc(CC(=O)OC)ccc2O1 (configuration not stated)	-9	-5
CC1=C/C(=C(/c2ccc(O)c(C)c2)c2ccccc2S(=O)(=O)O)C=CC1=O	15	-11
Cc1ccc(S(=O)(=O)NNC(=S)Nc2c(Cl)cccc2Cl)cc1	1	-2
CCOC(=O)c1[nH]c(C)c(C(=O)NC2CCCCC2)c1C	1	-12
CC(=O)Nc1cccc(C(=O)OCC(=O)NCc2cc(C)c(O)c(C)c2)c1	-6	2
Cc1ccc2c(c1)N(CC(=O)NCCCN1CCOCC1)C(=O)C(C(C)C)O2 (configuration not stated)	3	-4
COc1ccc(C(CNC(=O)C(=O)NC2CCCCC2)N2CCN(C)CC2)cc1 (configuration not stated)	15	-1
CCc1cc(C(=O)c2ccc(OC)cc2)c(NC(=O)CC(C)(C)CC(=O)O)s1	6	5
COc1ccccc1CNC(=O)CN1C(=O)CSc2ccc(S(=O)(=O)N3CCCC3)cc21	7	-9
COc1cccc(NC(=O)COC(=O)Cn2c(C)csc2=O)c1	-7	3
Cc1ccc([C@H]2C[C@H](n3cc(C4CC4)nn3)[C@@H](O)CN2CC2CCCCC2)cc1	10	3
CC(C)c1cc(N2CCN(C(=O)c3ccco3)CC2)n2c(nc3ccccc32)c1C#N	21	9
Cc1nnc(C)c2c(C)n(-c3ccc4ncccc4c3)c(C)c12	-5	6
COc1ccc(CCNC(=S)N2CCN(S(=O)(=O)c3cccc(F)c3)CC2)cc1	-6	-1
COc1ccc(-c2cnc3c(NC(C)=O)cc(-c4cccc(C(=O)NCCN(C)C)c4)cn23)cc1OC	55	-57
O=C(N1CCCCC1)N1CCCN(C(=O)N2CCCCC2)CC1	3	-2
CCOc1ccc2nc(NC(=O)c3cccc(-c4cc5ccccc5oc4=O)c3)sc2c1	21	19
Cc1ccc(-n2c(SCC(=O)N3CCOCC3)nnc2-c2ccncc2)cc1C	-10	8
CCOC(=O)C(CC)n1cnc2c(oc3ccccc32)c1=O (configuration not stated)	8	1

The list goes on; the last 3 above are carried over.
SMILES	TAG inh	TAG inh DAPI viability
CCOc1ccc2nc(NC(=O)c3cccc(-c4cc5ccccc5oc4=O)c3)sc2c1	21	19
Cc1ccc(-n2c(SCC(=O)N3CCOCC3)nnc2-c2ccncc2)cc1C	-10	8
CCOC(=O)C(CC)n1cnc2c(oc3ccccc32)c1=O (configuration not stated)	8	1
O=C(C1=COCCO1)N1CCN(c2nc3ccc([N+](=O)[O-])cc3s2)CC1	-17	-3
N#Cc1nc(-c2cccc3ccccc23)oc1NCCN1CCCCC1	29	i
CCOC(=O)c1cc(C)n(Cc2cccc(OC)c2OC)c1C	2	2
CC1CCCCC1NC(=O)c1ccc(S(=O)(=O)NCC2CCCO2)cc1 (configuration not stated)	-5	0
CCn1c(SCC(=O)Nc2ccc(OC)cc2)nc2nc3c(cc2c1=O)COC(C)(C)C3	14	-5
O=C(Nc1ccc2c(c1)OCO2)c1cc(C2CCCCN2C(=O)c2ccc3ccccc3c2)on1 (configuration not stated)	-8	2
NC(=O)c1cccc(-c2cccc3nccn23)c1	-10	5
Cc1cc(C)nc(SCC(=O)NN=C2CCCC2)n1	-1	8
CN(C)CCNC(=O)c1c(CSc2ccccc2)noc1C(=O)NCc1ccccc1	5	4
CCN(CC)CCOc1ccccc1OC	3	15
CCC1CCCCN1C(=O)c1ccccc1OC1CCN(S(C)(=O)=O)CC1 (configuration not stated)	7	-6
O=C1OCCN1C(=O)[C@H]1[C@H](c2ccc(F)cc2)C(c2ccccc2)=NN1c1ccccc1	-6	15
O=C(CN(Cc1ccco1)C(=O)c1cccc(Cl)c1)Nc1c(Cl)cc(Cl)cc1Cl	53*	6.0*
C1CCc2c(c(N3CCOCC3)nc3sc4c(N5CCOCC5)nnnc4c23)C1	0	-6
COC(=O)Cn1cnc(C(=O)Nc2ccc(C)c(C)c2)n1	4	0
CC(N=Cc1c(O)c2ccccc2oc1=O)C(=O)O (configuration not stated)	13	-14
COc1ccc(NC(=O)c2ccc(NCC3CCCO3)c([N+](=O)[O-])c2)cc1 (configuration not stated)	-3	6
O=C(Cc1cn2ccsc2n1)Nc1ccccc1Oc1ccccc1	12	4
CC1CCN(C(=O)c2ccc3c(c2)C(=O)c2ccccc2-3)CC1	11	-7
CCCCNc1c(-c2ccc(SC3CCCCC3)cc2)nc2ccccn12	32	-3
CCCNc1nc(N2CCCC2)nc(N2CCCC2)n1	0	14
CC(C)Cc1cc(C(=O)Nc2cc(C(F)(F)F)ccc2Cl)no1	-7	2
O=C(Cn1nc(-c2ccccc2)c2ccccc2c1=O)NCCN1CCOCC1	11	-5
CCn1c(SCC(=O)Nc2ccc(OC)cc2OC)nc2nc3c(cc2c1=O)COC(C)(C)C3	3	-3
CCC12CCCN3CCC4(C(=C(C(=O)OC)C1)Nc1ccccc14)C32 (configuration not stated)	12	-2
COc1ccc(C(=O)COC(=O)c2ccccc2NS(=O)(=O)c2ccc(O)c([N+](=O)[O-])c2)cc1	-1	6
CCOC(=O)C1CCN(C(=O)CCNC(=O)c2ccccc2OC)CC1	-15	3
O=C1c2ccccc2C(=O)N1CCCc1nc2ccccc2c(=O)n1Cc1ccco1	-23	1
COc1ccc(C2c3[nH]c4ccccc4c3CCN2C(=O)c2cc3ncccn3n2)c(F)c1 (configuration not stated)	-7	2
CC(=O)c1cccc(N=Cc2c(O)ccc3ccccc23)c1	-1	-6
CSc1ncnc2c1ncn2CCCNCc1ccc2c(c1)OCO2	-6	10
O=C(NCCCn1ccnc1)C1CC(c2ccccc2Cl)=NO1 (configuration not stated)	-7	1
CCC(C)C(NC(=O)c1ccccc1NC(=O)c1ccc(C)cc1)C(=O)O (configuration not stated)	3	-3
Cc1ccc(S(=O)(=O)N2CCC(C(=O)NCCN3CCOCC3)CC2)cc1	5	8
O=c1c(Cc2ccccc2)c(O)nc2n1CCS2	-5	14
CCOC(=O)CCc1c(C)c2ccc(O)cc2oc1=O	-5	34
COC(=O)c1ccc(Oc2nc3ccccc3n3c(C)nnc23)cc1	4	5
CC1CCCN(C(=O)COC(=O)/C=C/c2ccc(C(F)(F)F)cc2)C1 (configuration not stated)	26	4
COc1ccccc1C=NN=C(NN=Cc1ccccc1OC)NN=Cc1ccccc1OC	56*	-24*
CC(/C=C/c1ccc(OCc2ccccc2)cc1)=N\O	10	7

As entered above.
COC(=O)c1ccc(Oc2nc3ccccc3n3c(C)nnc23)cc1 | TAG inh: 4
COc1ccccc1C=NN=C(NN=Cc1ccccc1OC)NN=Cc1ccccc1OC | TAG inh: 56*
CC(/C=C/c1ccc(OCc2ccccc2)cc1)=N\O | TAG inh: 10
